# AGP1 TOR yeast – modulators of TOR pathway AGP1-GFP in S. cerevisiae; S. cerevisiae AGP1-GFP multiplex flow cytometry, 3 h; GFP as percent of DMSO wells; AID 2066; 0.02% of 320,000 active; GFP response vs DMSO, % at 10 µM;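 active = GFP response relative to DMSO above a set limit, near screen average plus 3 SD, cut at about 150% in these data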;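 also: median GFP channel fluorescence of the gated AGP1 strain per well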
# Bcl-xL primary – blocks human Bcl-xL binding to Bim BH3 peptide; Q07817; GST-Bcl-xL / FITC-Bim BH3 peptide fluorescence polarization; inhibition, % at 10.9 µM; 0.7% of 320,000 active; AID 2129;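 active = inhibition above the mean of all tested compounds plus 3 SD, cutoff set per campaign, cut at about 30% in these data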;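 also: 0% = DMSO wells and 100% = unlabeled Bim-BH3 peptide competitor; inhibitors lower millipolarization by displacing the labeled peptide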
# CR mimetic SO – lowers age-related superoxide in aged yeast cells. S. cerevisiae aged cells, superoxide DHE fluorescence; stronger effect = lower value. superoxide response (% of plate mean), % at 10 µM. 0.18% of 330,000 active. AID 2690;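 active = superoxide response under a set limit, about three screen SD below normal, cut at about 65% in these data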;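 also: yeast aged for seven days with compound at 30 °C before DHE staining; 100% = average MFI of all compound-treated wells on the plate with controls excluded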
# CIT2 TOR yeast – yeast TOR pathway CIT2-GFP modulation. 0.065% of 320,000 active. AID 2029. GFP response vs DMSO, % at 10 µM. S. cerevisiae CIT2-GFP strain, flow cytometry, 3 h; 100 means same as DMSO wells;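 active = GFP response relative to DMSO above a set limit, near the screen mean plus 3 SD, cut at about 150% in these data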;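 also: ratio of well median GFP fluorescence to mean of DMSO wells on the plate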
# VLA-4 inh – inhibition in a human VLA-4 binding assay. P13612. VLA-4 expressing cells, ligand binding flow cytometry. inhibition, % (about 7 µM as worked out from the volumes in the protocol). 0.2% of 330,000 active. AID 2557; in the data active = inhibition above about 50%
# GLD-1 TGE inh – GLD-1-TGE RNA interaction inhibition (C. elegans). Q17339. purified GLD-1 + fluorescein TGE RNA, fluorescence polarization. inhibition, % at 5.96 µM. 0.44% of 320,000 active. AID 2280;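 active = percent inhibition above a per-plate cutoff, the plate mean of test compounds plus 3 SD, cut at about 30% in these data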;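 also: 0% = DMSO wells with GLD-1 and probe and 100% = wells lacking GLD-1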
# MEX-5 binding – C. elegans MEX-5 TCR-2 RNA binding activity; AID 1832; Q9XUB2; MEX-5/FITC-TCR2 RNA binding, fluorescence polarization; stronger effect = lower value; activity score (negative = inhibition of binding), % at 10 µM; 0.38% of 300,000 active;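 active = inhibition past about -25% in most replicates, and total fluorescence under double the plate's negative control median, limit read from the data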;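 also: 0% = DMSO and -100% = 5 µM competing unlabeled TCR2 RNA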
# Target sequence (Q9XUB2 whole entry, looked up): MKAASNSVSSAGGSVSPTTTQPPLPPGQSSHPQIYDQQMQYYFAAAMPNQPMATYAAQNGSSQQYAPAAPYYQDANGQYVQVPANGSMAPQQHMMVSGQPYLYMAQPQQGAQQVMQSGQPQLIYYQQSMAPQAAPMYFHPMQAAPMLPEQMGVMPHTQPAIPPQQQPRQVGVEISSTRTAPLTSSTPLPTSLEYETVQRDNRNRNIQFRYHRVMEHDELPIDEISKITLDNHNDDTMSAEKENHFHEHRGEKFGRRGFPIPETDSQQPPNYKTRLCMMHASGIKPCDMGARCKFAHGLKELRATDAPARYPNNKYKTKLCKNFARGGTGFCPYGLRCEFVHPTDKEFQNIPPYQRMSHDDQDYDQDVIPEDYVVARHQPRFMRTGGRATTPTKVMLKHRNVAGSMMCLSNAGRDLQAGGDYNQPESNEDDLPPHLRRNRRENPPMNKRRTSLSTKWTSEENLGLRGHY
# MCL1-BIM inh – inhibitors of human MCL1 binding to BIM-BH3 peptide; AID 2057; Q07820; inhibition, % at 10.9 µM; GST-MCL1 / FITC-Bim-BH3 fluorescence polarization; 0.68% of 320,000 active;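 active = inhibition above the mean inhibition of all tested compounds plus 3 SD, set per campaign, cut at about 40% in these data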;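 also: 0% = DMSO wells and 100% = unlabeled Bim-BH3 peptide control; higher means more loss of mP so more displacement of Bim peptide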
# Target sequence (Q07820 whole entry, looked up): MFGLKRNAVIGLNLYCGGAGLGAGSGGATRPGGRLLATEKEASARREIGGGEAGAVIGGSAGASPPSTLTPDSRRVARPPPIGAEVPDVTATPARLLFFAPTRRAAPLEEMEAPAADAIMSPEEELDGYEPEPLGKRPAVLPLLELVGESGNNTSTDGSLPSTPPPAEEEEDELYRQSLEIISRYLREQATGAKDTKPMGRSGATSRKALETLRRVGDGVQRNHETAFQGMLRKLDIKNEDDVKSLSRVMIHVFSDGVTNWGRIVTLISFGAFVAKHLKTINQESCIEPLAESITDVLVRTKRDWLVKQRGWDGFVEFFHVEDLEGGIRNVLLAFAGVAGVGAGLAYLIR
# GRK2 inh – blocks RNA aptamer binding to human GRK2; bead flow cytometry, FAM-aptamer displacement from GRK2; inhibition of aptamer binding, % at 10 µM; 0.59% of 330,000 active; AID 488847;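 active = inhibition of aptamer binding above 40%, roughly 3 SD of noise, on plates passing a quality check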;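 also: median bead fluorescence of bound FAM aptamer so fluorescent compounds give negative values; no value below 0 was filed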
# * = called active by the depositor; / = not tested or not shown.
SMILES,AGP1 TOR yeast,Bcl-xL primary,CR mimetic SO,CIT2 TOR yeast,VLA-4 inh,GLD-1 TGE inh,MEX-5 binding,MCL1-BIM inh,GRK2 inh
Cc1cccc(C(=O)N[C@H](C(=O)NCCc2ccc(Cl)cc2)C(C)C)c1,90,-9,104,90,1,-7,-1.2,-13,0
CCCCn1c(N)c(N(CC(C)C)C(=O)C2CCC2)c(=O)[nH]c1=O,105,0,96,94,8,3,/,4,2
Cc1cccc(NC(=O)c2cc(-c3ccccn3)nc3ccccc23)c1C,108,4,113,92,0,1,2.8,0,9
COc1cccc(/C(O)=C2/C(=O)C(=O)N(Cc3ccco3)C2c2ccncc2)c1 (centres undefined),104,6,91,101,-1,3,-0.4,2,3
CN(C)c1ccc(NC(=O)c2ccc3nc[nH]c3c2)cc1,97,4,95,100,-9,-2,-1.6,-6,1
Cc1cc(C)cc(OCC(=O)NNC(=O)C2CCCO2)c1 (centres undefined),99,-1,98,96,-1,1,-1.4,-2,0
NC(=O)C1CCN(C(=O)COc2ccc3c(c2)oc(=O)c2ccccc23)CC1,103,7,89,95,-10,4,-1.2,9,0
O=c1[nH]c2cc3c(cc2cc1CN(Cc1ccco1)C(=S)NCCCN1CCOCC1)OCCO3,107,0,97,98,18,-9,0.2,0,2
O=C(O)CN1C(=O)C2(OCCO2)c2cc(Br)ccc21,103,-1,112,101,21,3,/,-6,0
CCN(CC)c1ccc(Nc2nc(N3CCOCC3)c3ccccc3n2)cc1,109,26,91,/,-2,4,0.0,23,0
CCOc1ccc(NC(=S)N(CCOC)C(C)c2ccco2)cc1 (centres undefined),101,10,97,103,-3,0,-1.6,8,0
N#Cc1ccc(-c2ccccc2)nc1SCC(=O)c1cc2ccccc2oc1=O,99,6,100,86,12,-11,-6.0,6,0
COc1ccc(Br)cc1CN(C)CC(=O)Nc1cc(Cl)cc(Cl)c1,88,4,92,100,21,2,0.8,8,2
CCC(CC)c1nnc(NC(=O)c2cc([N+](=O)[O-])ccc2N2CCCCC2)s1,102,3,84,112,13,2,0.7,1,4
CCCCOc1ccc(C(=O)Nc2ccc(N3CCN(C(C)=O)CC3)cc2)cc1,95,1,80,96,-6,7,0.4,3,4
CCc1ccc2cccc3c2c1N=CN3C,103,13,103,104,-6,15,-4.3,-1,0
Cn1c(=O)oc2cc(S(=O)(=O)N3CCCC(C(=O)NCc4ccc5c(c4)OCO5)C3)ccc21 (centres undefined),101,3,103,103,-6,6,/,3,0
CC(c1ccccc1)n1cnc2ccccc21 (centres undefined),93,12,84,104,-9,10,2.3,12,0
COCCn1nnnc1SCC(=O)c1ccccc1,97,2,92,93,-7,0,-1.9,3,0
CC(OC(=O)c1cc(=O)[nH]c2ccccc12)C(=O)N1C(C)CCCC1C (centres undefined),107,0,98,98,-1,-6,/,3,5
Nc1nc(C(=O)N2CCOCC2)nn1S(=O)(=O)c1ccccc1,101,-1,107,99,13,-5,2.7,-5,1
Cc1cc(-c2onc(C)c2C(=O)O)no1,98,6,106,108,-1,0,0.5,3,1
CC(C)Oc1cccc(C(=O)Nc2ccc(CN3CCOCC3)cc2)c1,100,-4,104,96,0,-4,-0.7,1,2
CCN(CC(=O)NCc1cccs1)C(=O)c1cccc(S(=O)(=O)N2CCc3ccccc32)c1,100,0,90,103,3,4,-1.5,-5,3
COC(=O)C(O)(CC(=O)Nc1ccc(Cl)cc1F)C(F)(F)F (centres undefined),97,5,98,102,12,4,1.8,-4,3

# Additional compounds:
SMILES,AGP1 TOR yeast,Bcl-xL primary,CR mimetic SO,CIT2 TOR yeast,VLA-4 inh,GLD-1 TGE inh,MEX-5 binding,MCL1-BIM inh,GRK2 inh
O=C1CCC[C@@H]2Cc3[nH]c4c(Cl)ccc(Cl)c4c3[C@@H]3CCN1[C@H]23,73,-2,101,62,22,-4,1.6,5,0
O=C(COC(=O)c1ccc(S(=O)(=O)N2CCCCC2)cc1)Nc1ccccc1,94,1,99,88,4,-1,/,-3,0
O=C(c1cc2cc(F)ccc2[nH]1)N1CCc2ccccc2C1,89,-2,95,97,-48,2,-0.9,-1,1
CSc1ccc(CNc2nc3ccccc3n3cnnc23)cc1,90,-4,97,90,-4,-4,1.1,-4,0
Cc1cccc(C)c1NC(=O)N1C2CCC1CC(O)(c1cccnc1)C2 (centres undefined),100,5,95,99,17,-5,0.0,5,0
Cc1ccc(NNC(=O)c2cc(C)on2)c(C)c1,/,7,87,/,1,2,0.4,-6,1
CN(C)c1ccc(/C=N\NC(=O)c2ccc(Cn3cc(Cl)cn3)cc2)cc1,98,1,108,105,14,11,-12,-1,0
Cn1nc(-c2ccc(S(N)(=O)=O)s2)cc1C(F)(F)F,107,-1,126,101,0,5,0.6,-7,1
COc1cccc(CN(CC(=O)NC2CCCC2)C(=O)c2csnn2)c1,95,5,105,94,7,6,-1.3,3,0
CC1CCN(c2ccccc2NC(=S)NC(=O)c2ccco2)CC1,83,8,107,80,7,5,1.6,8,0
Cc1cc(C)c(S(=O)(=O)c2ccccc2C)c(SCC(C)C)n1,101,0,99,100,10,3,-0.6,5,1
Cc1cnc(NC(=O)CSc2nnc(COc3c(C)cccc3C)o2)s1,98,3,99,98,-1,-5,-4.7,2,0
CCOc1ccc(S(=O)(=O)Nc2ccc3c(c2)c2c(n3S(=O)(=O)c3ccc(OCC)cc3)CCCC2=O)cc1,95,5,98,99,-6,7,0.2,4,0
C=CCOC(=O)C1=C[C@@H](c2ccccc2)C[C@@H](OCc2ccc(CO)cc2)O1,90,0,96,117,-4,-3,1.1,-1,0
COc1ccccc1C(=O)Nc1ccccc1N1CCOCC1,101,4,106,107,4,4,-0.7,0,1
O=C(Nc1ccc2c(c1)OCCO2)c1cccnc1,95,3,92,94,6,-4,-3.1,3,2
Cc1ccc(/C=N/NC(=O)CC(=O)NCc2cccnc2)cc1,101,-1,97,99,4,-5,0.2,0,1
CCC(=O)Nc1ccnc(-c2cccnc2)n1,106,3,73,106,2,-5,0.0,-4,1
COc1cccc(NC(=O)C2CCN(S(=O)(=O)c3ccc4c(c3)C(C)(C)C(=O)N4C)CC2)c1,106,5,97,101,-19,-7,-0.5,5,3
COc1ccccc1N1CCN(C(=O)c2cc3c(-c4ccc(Cl)cc4)nn(C)c3s2)CC1,111,1,107,94,15,3,0.7,-3,5
O=C(CN1CCC(Cc2ccccc2)CC1)NC(=O)NCc1ccccc1,89,7,103,100,2,1,-0.3,-2,0
Cc1cc(NS(=O)(=O)c2ccc(NC(=O)c3ccc([N+](=O)[O-])s3)cc2)nc(C)n1,93,/,135,86,-4,-1,/,/,12
COC(=O)CN1C(=O)N/C(=C/c2ccc(OC)c(C)c2OC)C1=O,101,6,88,110,-46,10,1.7,4,0
Clc1cccc(Cl)c1CSc1nnc2ccccn12,100,0,104,113,3,4,1.8,7,0
CC(C)CNC(=O)c1cccc(NC(=O)c2ccccc2-c2ccccc2C(=O)O)c1,107,6,106,109,7,1,-2.1,-2,0

# The results go on.
SMILES,AGP1 TOR yeast,Bcl-xL primary,CR mimetic SO,CIT2 TOR yeast,VLA-4 inh,GLD-1 TGE inh,MEX-5 binding,MCL1-BIM inh,GRK2 inh
CCN(CC)CCNC(=O)c1ccc(NC(=O)C2CC(=O)N(CCc3ccc(OC)c(OC)c3)C2)cc1 (centres undefined),103,-5,99,94,-4,-1,/,-10,0
CCC(C)[C@H](NC(=O)NCc1ccc(Cl)cc1)C(=O)OC (some centres undefined),95,1,102,95,4,6,3.6,-5,3
CCC(C)c1ccc(NC(=O)COC(=O)C2CCCC2)cc1 (centres undefined),104,/,104,101,7,4,/,/,2
O=C(NC(NC(=S)Nc1c(Cl)cc(Cl)cc1Cl)C(Cl)(Cl)Cl)OCc1ccccc1 (centres undefined),97,2,83,98,-14,8,1.7,6,0
Cn1nnnc1SCc1cccc2ccccc12,100,2,91,100,4,-3,3.0,-2,3
O=c1[nH]cnc2onc(-c3ccc(F)cc3)c12,98,2,112,98,2,-4,0.0,10,12
C#CCNC(=O)C1=C[C@@H](c2cn(C(C)=O)c3ccccc23)C[C@@H](OCc2ccc(CO)cc2)O1,/,1,/,/,/,8,2.6,-8,/
COc1ccc(C2=Nn3c(nnc3C(F)(F)F)SC2)cc1,95,2,110,101,6,5,1.2,3,1
CC(=O)Nc1ccc(Nc2cc(C)nc3c(-c4ccccc4)c(C)nn23)cc1,95,1,106,98,27,7,-0.2,4,1
NC(=O)c1c(NC(=S)Nc2ccccc2)sc2c1CCCC2,97,10,100,103,-2,8,-0.8,14,2
CN1C[C@@H]2C(c3ccccc3)C3(c4ccc(C#N)cc4)CC2(C3)[C@H]1c1ccccc1 (some centres undefined),107,-1,95,101,6,3,0.9,-1,1
O=C(O)c1cc(NN=C2CCN(Cc3ccccc3)CC2)ccc1Cl,109,23,92,106,-3,3,-4.5,14,0
Cn1c(/C=N/NC(=O)c2ccccc2)nc2ccccc21,73,4,81,64,-5,-3,-0.1,0,0
Cc1ccc2[nH]c(C(=O)N/N=C/c3ccccc3O)c(C)c2c1,91,1,103,97,5,-2,-1.0,2,0

# Entries listed so far with an aryl thioether with sulfur outside any ring, in the order listed:
SMILES,AGP1 TOR yeast,Bcl-xL primary,CR mimetic SO,CIT2 TOR yeast,VLA-4 inh,GLD-1 TGE inh,MEX-5 binding,MCL1-BIM inh,GRK2 inh
N#Cc1ccc(-c2ccccc2)nc1SCC(=O)c1cc2ccccc2oc1=O,99,6,100,86,12,-11,-6.0,6,0
COCCn1nnnc1SCC(=O)c1ccccc1,97,2,92,93,-7,0,-1.9,3,0
CSc1ccc(CNc2nc3ccccc3n3cnnc23)cc1,90,-4,97,90,-4,-4,1.1,-4,0
Cc1cc(C)c(S(=O)(=O)c2ccccc2C)c(SCC(C)C)n1,101,0,99,100,10,3,-0.6,5,1
Cc1cnc(NC(=O)CSc2nnc(COc3c(C)cccc3C)o2)s1,98,3,99,98,-1,-5,-4.7,2,0
Clc1cccc(Cl)c1CSc1nnc2ccccn12,100,0,104,113,3,4,1.8,7,0
Cn1nnnc1SCc1cccc2ccccc12,100,2,91,100,4,-3,3.0,-2,3
